PriA SSB inh – blocks PriA binding to SSB C-terminal tail; AlphaScreen SSBct-PriA binding, biotinylated peptide; inhibition, % at 33 µM; hit rate 0.6% among 430,000; in the data active = inhibition mostly above about 37%, no sharp cut-off; inactive = mostly below about 20%;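 also: plate controls were negative control peptide for no effect and reference peptide for full effect; strong numbers were not always called active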
Numbers without * were called inactive; i = inactive; & = joins results of further samples.

No. | Compound | PriA SSB inh
1 | CCOc1cc(C=NNC(=O)c2c(C)nc3ccccn23)ccc1O | -13.1
2 | O=C1Cc2cc(NC(=O)c3cccs3)ccc2N1 | -4.0
3 | CN(CC(=O)Nc1ccccc1Cc1nc(-c2cccs2)no1)S(C)(=O)=O | -12.0
4 | CSc1nccc(NN=Cc2ccccc2)n1 | -12.7
5 | Cc1cc(C(=O)CSc2nc3sc4c(c3c(=O)n2-c2ccccc2)CCCC4)c(C)n1-c1cc(F)ccc1F | -5.0
6 | O=C(CSCc1ccccc1)NN=Cc1ccc(OCC(=O)N2CCCCC2)cc1 | -11.2
7 | COc1ccc(CNC(=S)NN=C(C)c2ccccc2)cc1 | 3.1
8 | CSc1ccc([C@@H](O)CNC(=O)c2ccco2)cc1 | 7.0
9 | O=C(CSc1nnc([C@@H]2COc3ccccc3O2)o1)Nc1nc(-c2ccccc2)cs1 | -10.0
10 | Cc1cc(C)nc(N=C(N)N2CCCCC2)n1 | -15.7
11 | COc1ccc(NC(=O)CC(C)=NNC(=O)c2cnccn2)c(OC)c1 | 3.4
12 | O=C(NCC1CCN(C(=O)COc2ccccc2)CC1)c1cc(Br)cs1 | -19.0
13 | Cn1c(=O)c2c(SCC(=O)NCC3CCCO3)nc(-c3ccc(Br)cc3)nc2n(C)c1=O (stereo not drawn) | -17.0
14 | Cc1c(Cl)cccc1S(=O)(=O)N1CCC(Cn2cccn2)CC1 | -23.0
15 | Cc1ccc(=O)n(CC(=O)NCc2sc(-c3ccccc3C)nc2C)n1 | -10.0
16 | O=C(Cn1cnc(-c2ccccc2)cc1=O)NCc1ccc2c(c1)OCO2 | 3.0
17 | CO[C@@H](CNC(=O)C1CCC1)c1ccccc1Cl | -2.0
18 | CN(C)c1nccc(CNC(=O)C(c2ccccc2)c2ccccc2)n1 | -1.0
19 | CSc1ccc(NC(=O)C2CCCN2S(C)(=O)=O)cc1 (stereo not drawn) | -12.0
20 | O=C(NCc1cccc(Oc2ccc(F)cc2)c1)c1ccc(=O)[nH]c1 | -12.0

(cont.)
No. | Compound | PriA SSB inh
21 | Fc1cccc(Cl)c1CSc1ncc(-c2ccccc2)[nH]1 | 23.0&26.0
22 | NC(=O)c1ccc(NC(=O)CN2CCC(Cn3c(COc4ccccc4)nc4ccccc43)CC2)cc1 | 6.0
23 | CC1CCc2sc(C(=O)NN=Cc3ccc(O)cc3)cc2C1 (stereo not drawn) | 13.9
24 | CCOc1ccc(C=NNC(=O)Cc2csc(Nc3cccc(C(F)(F)F)c3)n2)cc1 | 12.2
25 | COC1(CNS(=O)(=O)c2ccc3c(c2)OCCO3)CCSC1 (stereo not drawn) | -7.0
26 | O=c1c2nnn(-c3ccc(F)cc3)c2ncn1Cc1nc(-c2cccc(Br)c2)no1 | -7.0
27 | Clc1c(CSc2nnc(-c3ccccc3)o2)nc2ccc(Br)cn12 | 4.0
28 | COc1ccc(N2CCN(/C=C(\C#N)c3nc4ccccc4s3)CC2)cc1 | 21.0
29 | COc1cccc(-n2cc[nH]c2=S)c1 | 18.0
30 | COc1ccccc1/C=C/C=Nn1c(-c2ccncc2)n[nH]c1=S | 1.0
31 | O=S(=O)(NCC1CCN(Cc2cccs2)CC1)c1ccc2c(c1)OCCO2 | -7.0
32 | O=[N+]([O-])c1cccc(C=NN2CCN(c3ccc(Cl)cc3)CC2)c1 | -16.8
33 | O=C(c1cc(-c2cccs2)[nH]n1)N1CC(N2C(=O)C3CC=CCC3C2=O)C1 (stereo not drawn) | -14.0
34 | COCC(=O)N1CCC2(CC1)NC(=O)N(Cc1ccc(Cl)cc1)C2=O | -4.0
35 | COc1cc(Br)c(/C=N\Nc2nc(-c3ccccc3)c3cc(Cl)ccc3n2)cc1OC | 9.0
36 | c1ccc(-c2cc(NCc3ccccn3)n3ncc(-c4ccccc4)c3n2)cc1 | -86.0
37 | CCOC(=O)c1c(NC(=O)CCc2ccc(CC)o2)sc2c1CCCC2 | 5.0
38 | Fc1cccc(-c2nnc3ccc(=S)[nH]n23)c1 | -9.0
39 | COC(=O)C(=NNc1cccc(C)c1)N1CCCc2ccccc21 | 6.8
40 | Cc1ccc2oc(C(=O)Nc3ccccc3C#N)c(C)c2c1 | -24.0

Other structures:
No. | Compound | PriA SSB inh
41 | Cc1cc(C(=O)N2CCC(CSCc3ccco3)CC2)no1 | -22.0
42 | Cc1c(NC(=S)NN=C/C=C/c2ccccc2)c(=O)n(-c2ccccc2)n1C | 2.4
43 | Cc1ccc2nc(N3CC(C(=O)Nc4ccc(Br)cc4F)C3)sc2c1 | -7.0
44 | O=C(c1cccc([N+](=O)[O-])c1)N1CCN=C1SCc1cccnc1 | -7.0
45 | CCN(CC)c1ccc(C=NNC(=O)CNC(=O)C2COc3ccccc3O2)c(O)c1 (stereo not drawn) | 13.4
46 | O=C(NCC1CCCO1)N1CCc2nc3ccc(F)cn3c(=O)c2C1 (stereo not drawn) | -8.0
47 | CCc1ccc(/C=C/C(=O)Nc2ccc(F)cc2)o1 | 15.0
48 | O=C(Cc1c[nH]c2ccccc12)Nc1ccc(-c2csc(Nc3cccnc3)n2)cc1 | -20.0
49 | O=C(CCc1ccccc1)NCC(=O)NN=Cc1ccc(O)cc1O | 0.0
50 | CCOC(=O)c1ccc2nc(NC(=O)C3CCN(S(C)(=O)=O)CC3)sc2c1 | -8.0
51 | O=Cc1cccc2nccnc12 | -7.0
52 | CCCCn1c(SCc2nc(-c3cc(OC)cc(OC)c3)no2)nc2ccsc2c1=O | -16.0
53 | O=C(NCC1CCN(Cc2ccco2)CC1)C(=O)Nc1ccc(C(F)(F)F)cc1 | -22.0
54 | CCc1ccc(S(=O)(=O)NCCOc2ccc(F)cc2)s1 | -19.0
55 | Cn1cccc(C(=O)Nc2ccn3nccc3c2)c1=O | -23.0
56 | COc1ccccc1-n1ccn(CC#N)c(=O)c1=O | -2.0
57 | O=C(Nc1cccc(OC(F)F)c1)[C@@H]1COCC(=O)N1Cc1cccs1 | -7.0
58 | O=C(Cc1ccsc1)Nc1ccc(-c2csc(Nc3cccnc3)n2)cc1 | 7.0
59 | CCOC(=O)C(=NNc1ccccc1Cl)N(C)C1CCS(=O)(=O)C1 (stereo not drawn) | -8.7
60 | O=C(NCc1nnc2ccc(-c3cccs3)nn12)c1cnccn1 | -7.0

Next section, starting with the last four of the part before.
No. | Compound | PriA SSB inh
57 | O=C(Nc1cccc(OC(F)F)c1)[C@@H]1COCC(=O)N1Cc1cccs1 | -7.0
58 | O=C(Cc1ccsc1)Nc1ccc(-c2csc(Nc3cccnc3)n2)cc1 | 7.0
59 | CCOC(=O)C(=NNc1ccccc1Cl)N(C)C1CCS(=O)(=O)C1 (stereo not drawn) | -8.7
60 | O=C(NCc1nnc2ccc(-c3cccs3)nn12)c1cnccn1 | -7.0
61 | CN1CCN(C(CNC(=O)CC(C)(C)C)c2ccc(F)cc2)CC1 (stereo not drawn) | -4.0
62 | O=C(CCCS(=O)(=O)c1ccc(Cl)cc1)Nc1nc(-c2ccccn2)cs1 | 33.0*
63 | COc1cccc(C=NNC(=O)c2cc3c(OC)cccc3[nH]2)c1O | -8.9
64 | CC1C(=O)NCCN1C(=O)c1ccc(Cc2ccccc2)cc1 (stereo not drawn) | -5.0
65 | CCc1cccc(C)c1NC(=O)COC(=O)c1ccc(C2Nc3ccccc3S(=O)(=O)N2)cc1 (stereo not drawn) | -6.0&-1.0
66 | Cc1cccc(-n2cc(-c3ccccc3)c3c(Nc4ccc(Oc5ccc(Cl)cc5)cc4)ncnc32)c1 | -17.0
67 | CCN(C=NS(=O)(=O)c1ccc(Cl)cc1)CC | -7.3
68 | O=C(c1ccccc1)c1ccc(Oc2ccc(C(=O)c3ccccc3)cc2)cc1 | -31.0&-9.0
69 | O=C(COc1ccc(Cl)cc1)N1CCC[C@H](Cc2nc(-c3ccccc3F)no2)C1 | -22.0
70 | S=c1[nH]nc(COc2ccccc2)n1N=Cc1ccc(Cl)cc1 | -4.2
71 | Clc1ccc(-c2cn3c(n2)sc2ccccc23)cc1Cl | -7.0&-5.0
72 | COc1ccc(OC)c(C=NNC(=O)c2ccc[n+](CC(=O)c3ccccc3)c2)c1 | 8.8
73 | Cc1nc(C(=O)N2CCC(c3nnc(C(C)C)o3)CC2)cs1 | -16.0
74 | CNC(=O)c1ccc2c(c1)ncn2-c1ccccc1 | -6.0
75 | Cc1cc(C)c(S(=O)(=O)N2CCN(c3ccc(-c4cccnc4)nn3)CC2)c(C)c1 | -5.0
76 | COc1ccc(/C=N/Nc2nc3ccccc3nc2-c2ccccc2)c(OC)c1 | 40.0
77 | O=C(CSc1nc2ccccc2o1)N1CCN(Cc2csc(-c3ccccc3)n2)CC1 | 7.0
78 | COc1cccc(CSc2nc(CC(=O)Nc3ccccc3C(N)=O)cc(=O)[nH]2)c1 | -11.0&16.0
79 | CCOC(=O)c1csc(NC(=O)C2CCCN(c3ccc(=O)n(C)n3)C2)n1 (stereo not drawn) | -7.0
80 | c1ccc(CSc2nc(-c3ccccc3)c(-c3ccccc3)o2)cc1 | -7.0

Entries from the list above that contain a cyano group, in the order listed:
No. | Compound | PriA SSB inh
28 | COc1ccc(N2CCN(/C=C(\C#N)c3nc4ccccc4s3)CC2)cc1 | 21.0
40 | Cc1ccc2oc(C(=O)Nc3ccccc3C#N)c(C)c2c1 | -24.0
56 | COc1ccccc1-n1ccn(CC#N)c(=O)c1=O | -2.0

(cont.)
No. | Compound | PriA SSB inh
81 | O=C(Cc1ccc(F)cc1)Nc1cnc(N2CCN(c3ccccn3)CC2)nc1 | -9.0
82 | O=C(c1c[nH]c(=O)[nH]1)N1CCC(Oc2cccnn2)C1 (stereo not drawn) | 0.0
83 | O=C(c1ccco1)N1CCc2ccc(NC(=O)C34CC5CC(CC(C5)C3)C4)cc2C1 | 4.0
84 | CC(=O)c1cccc(NC(=O)c2ccc(=O)n(Cc3ccccc3C)c2)c1 | 8.0
85 | O=C(Nc1ccncc1)C1CCN(c2ccc(-c3ccc(Cl)cc3)nn2)CC1 | -7.0
86 | COc1ccc(Cc2nnc(SCC(=O)Nc3ccccc3C(F)(F)F)n2N)cc1 | -12.0
87 | Nc1nnc(SCC(=O)c2cccc(Cl)c2)s1 | 6.0
88 | CC(CC(=O)Nc1ccc(Cl)cc1Cl)=NNC(=O)c1ccncc1 | -6.7
89 | CCCC(=NNC(=O)c1ccc2c(c1)OCO2)c1cccs1 | -12.5
90 | O=C(CSC1=NS(=O)(=O)c2ccccc2N1)NCC1CCCO1 (stereo not drawn) | 5.0
91 | CCc1nnc(-c2cc3ccccc3n2Cc2cccc(C(F)(F)F)c2)o1 | -15.0
92 | O=C(NCCn1ccc(C(F)(F)F)n1)c1ccccc1C(F)(F)F | -7.0
93 | COc1ccc(Cl)cc1-n1ccn(CC(=O)c2ccc(F)cc2)c(=O)c1=O | -19.0
94 | O=C(Nc1ccc(SCC(=O)N2CCc3ccccc32)nn1)c1cccs1 | 4.0
95 | Cc1cc(C(=O)N(CCCN(C)C)c2nc3ccccc3s2)on1 | 0.0
96 | CC1=C([N+](=O)[O-])C(c2ccccc2OC(F)F)N(C)C(=O)N1C (stereo not drawn) | -9.0
97 | CC(=O)c1sc(N=CN(C)C)nc1C | -5.0
98 | O=C(Cc1ccc(F)cc1)Nc1nnc(-c2ccccn2)o1 | 1.0
99 | O=C(O)C(=O)Nc1cccnc1 | -4.0
100 | Cc1nc2ccccc2c(=O)n1N=Cc1ccc(O)c(O)c1O | 12.1

Next part:
No. | Compound | PriA SSB inh
101 | COc1ccc(C=NNC(=O)CCSc2nc3ccccc3s2)cc1OC | -27.1
102 | Cc1csc(NC(=O)Cn2c(-c3ccncc3)nc3ccccc32)n1 | 17.0
103 | Cc1cccc(N2C(=O)c3cccc4c(Cl)ccc(c34)C2=O)n1 | -22.0
104 | COc1cc2nc(SCc3cc(=O)n4c(C)cccc4n3)n3nc(CCn4nc(C)cc4C)nc3c2cc1OC | -10.0
105 | COc1ccc(/C=C2\SC(=S)N(CCS(=O)(=O)O)C2=O)cc1OC | -5.0
106 | CC(=NNC(=O)c1cccc2ccccc12)c1cccnc1 | 0.0
107 | C=CC[n+]1c(-c2ccc(OC)cc2)csc1Nc1cccc(C)c1C | 77.0
108 | N#Cc1ccccc1CN1Cc2ccccc2C1=N | -2.0&-1.0&-23.0
109 | O=C1CC2(CCN(C(=O)CSCc3ccccc3)CC2)Oc2ccccc21 | -1.0
110 | CC(=NNc1cccc2cccnc12)c1ccc(C)cc1 | 5.0
111 | CCCN1C(=O)C(C)(C)COc2ccc(NC(=O)c3ccccc3C(F)(F)F)cc21 | 28.0
112 | CCOc1ccc2nc(N=Cc3c(C)[nH]n(-c4ccccc4)c3=O)sc2c1 | 15.4
113 | O=C(Cc1cccs1)NCCCS(=O)(=O)N1CCN(c2ncccn2)CC1 | -4.0
114 | Cc1cc(-c2nnc(NC(=O)c3cc(C)n(C)n3)o2)n(C)n1 | 5.0
115 | COc1cccc2cc(C(=O)Oc3c(C)ccc(C)c3C)c(=O)oc12 | -3.0
116 | COc1ccc(C=NNC(=O)C2COc3ccccc3O2)cc1OC (stereo not drawn) | -6.8
117 | COc1ccc(C=NNC(=O)c2cccc(NC(C)=O)c2)c(OC)c1 | -14.7
118 | Cc1ccc(C2C(=C(O)c3cnn(-c4ccccc4)c3C)C(=O)C(=O)N2CCN(C)C)o1 (stereo not drawn) | -3.5
119 | CCCn1c(N=Cc2ccc3c(c2)OCO3)nc2ccccc21 | 13.2
120 | COc1ccccc1N1CCN(S(=O)(=O)CCN2C(=O)CCCC2=O)CC1 | -17.0

New compounds follow
No. | Compound | PriA SSB inh
121 | O=C(Oc1ccc(C=NNc2nc(N3CCCCC3)nc(N3CCCCC3)n2)cc1)c1ccco1 | -8.9
122 | CC1Oc2ccccc2C=C1/C=N/NC(=O)c1cccnc1 (stereo not drawn) | i
123 | CCOC(=O)c1ccccc1NC(=O)CSc1nnc(-c2c[nH]c3ccccc23)n1CCOC | -11.0
124 | COc1ccccc1/C=C\C(=O)NCC(=O)NN=C(C)c1cccc([N+](=O)[O-])c1 | 5.5
125 | O=C(CC1CSc2nccc(=O)n21)Nc1nccs1 (stereo not drawn) | 1.0
126 | Cc1cc(OC2CN(S(=O)(=O)N(C)C)C2)cc(=O)o1 | -10.0
127 | Cc1cc(C(=O)N2CCC(CSCc3ccco3)CC2)c(C)o1 | -1.0
128 | COc1ccc(C)cc1S(=O)(=O)NCCCn1nc(-c2cccs2)ccc1=O | 7.0
129 | Cc1cc(C(=O)NCCc2nc(C3CC3)cc(C(F)(F)F)n2)c(C)o1 | 13.0
130 | Cc1c(Cl)cccc1NC(=O)C(=O)NC[C@@](O)(c1ccccc1)C1CC1 | -13.0

Some of the compounds tested. The share of hits here may be higher or lower than overall.
